# Screening results as filed in PubChem BioAssay.
# Rin1 Abl inh = inhibitors of Rin1-Abl protein binding, primary screen, biochemical, TR-FRET. Tyrosine-protein kinase ABL1 (Homo sapiens) + Ras and Rab interactor 1 (Homo sapiens), …. inhibition, % at 7.35 µM. actives 0.4% (n = 360,000). AID 588664, 2011; in the data active = inhibition above about 5%, passing the limit was not always enough
# CSN deneddyl inh = inhibitors of CSN-mediated cullin deneddylation, primary screen, biochemical, fluorescence polarization, uHTS | actives 0.38% (n = 360,000) | Purified CSN, SCF-Nedd8-OG deneddylation | inhibition, % at 12.5 µM;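 active = pattern-corrected inhibition above about 35%, with an unprinted fluorescence ratio check between 0.5 and 1.5, limit read from the data, passing the limit was not always enough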;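 also: 0% = enzyme with substrate and 100% = substrate without enzyme; some results filed as inactive read as strong as hits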
# Target sequence (Q92905 whole entry, looked up, one chain of several): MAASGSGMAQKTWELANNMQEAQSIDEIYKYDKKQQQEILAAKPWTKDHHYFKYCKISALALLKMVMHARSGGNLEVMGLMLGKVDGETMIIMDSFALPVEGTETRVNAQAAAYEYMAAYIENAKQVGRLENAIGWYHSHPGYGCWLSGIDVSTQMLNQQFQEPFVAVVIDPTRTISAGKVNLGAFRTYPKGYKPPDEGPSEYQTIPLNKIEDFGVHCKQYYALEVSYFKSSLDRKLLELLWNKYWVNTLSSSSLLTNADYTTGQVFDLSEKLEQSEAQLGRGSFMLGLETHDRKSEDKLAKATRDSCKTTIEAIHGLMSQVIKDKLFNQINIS
#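 Test system: purified human Csn5 enzyme expressed in HEK293T cells. Amount: 0.24 nM enzyme. Reagent: SCFSkp2-Nedd8OG substrate at 10 nM final. Schedule: 90 min incubation of compound, enzyme and substrate at room temperature. Detection: fluorescence polarization. Read-out: % inhibition of substrate cleavage by Csn5.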
# MT1-MMP act inh = blockers of MT1-MMP proenzyme processing, primary screen, HT1080 RFP-PRO-GFP cells, GFP/RFP fluorescence; Matrix metalloproteinase-14 (Homo sapiens), P50281; GFP/RFP ratio fluorescence, overnight; percent of plate control window, DMSO zero; GFP/RFP ratio change, % at 20 µM; actives 0.061% (n = 360,000);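 active = GFP/RFP ratio change of at least 30% with cell ATP level not reduced by more than half and red fluorescence within 50% of control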; also: strong numbers were not always called active
#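 Assay system: HT1080 RFP-PRO-GFP cells | Dosing: 20 µM single dose, 1% DMSO | Incubation: Cells overnight before dosing, compound overnight, 37 °C, 5% CO2 | Evaluation: GFP/RFP fluorescence ratio | Control set: DMSO-only wells and HT1080 RFP-L50D-GFP cell wells as references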
# SKN-1 inh = suppressors of acrylamide-induced Pgst-4::GFP reporter in worms, primary screen, SKN-1 inhibitor project, whole organism, uHTS, GFP/RFP fluorescence ratio, strain VP596; C. elegans VP596 Pgst-4::GFP/RFP ratio, 24 h; inhibition, % at 21.8 µM; actives 0.49% (n = 360,000); AID 624304, 2012;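 active = interference check ratio from 0.5 to 1.5 plus GFP to RFP signal ratio inhibition reaching or exceeding a fixed threshold, cut at about 30% in these data, passing the limit was not always enough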; also: some compounds called inactive have numbers as strong as hits
# PABP1 MLLE inh = inhibitors of PABP1 MLLE–PAM2 peptide binding, primary screen, biochemical, fluorescence polarization, FITC-PAM2, GST-MLLE | actives 0.36% (n = 360,000) | inhibition, % at 20 µM | AID 588489, 2011; in the data active = inhibition above about 35%, passing the limit was not always enough;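 also: plate controls were DMSO wells with GST-MLLE for no effect and wells lacking GST-MLLE protein for full effect; some results filed as inactive read as strong as hits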
# Neddylation inh = inhibitors of cullin neddylation, primary screen, biochemical, TR-FRET, uHTS, NAE and Ubc12. calls only at 25 µM. actives 0.58% (n = 360,000); in the data active = inhibition above about 36%
# FAS TE block = FAS thioesterase domain inhibitors, primary screen, biochemical, fluorescence intensity, uHTS; recombinant FAS-TE, OMFH fluorogenic substrate, fluorescence endpoint; inhibition, % at 15 µM; actives 0.67% (n = 360,000); AID 602261, 2012;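 active = compounds whose normalised, plate-corrected inhibition of enzyme fluorescence in the single-dose primary screen is 50% or more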;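 also: 0% = DMSO with enzyme and 100% = substrate without enzyme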
# Rpn11 inh = Rpn11 (PSMD14) deubiquitinase inhibitors, primary screen, biochemical, fluorescence polarization, uHTS | calls only at 20 µM | actives 0.59% (n = 360,000) | human 26S proteasome, Ub4-pepOG fluorescence polarization; 20S core pre-blocked with epoxomicin | 26S proteasome non-ATPase regulatory subunit 14 (Homo sapiens), O00487;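 active = inhibition at 20 µM, scaled to each plate's controls, above about 33%, limit read from the data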
# Target sequence (O00487 whole entry, looked up): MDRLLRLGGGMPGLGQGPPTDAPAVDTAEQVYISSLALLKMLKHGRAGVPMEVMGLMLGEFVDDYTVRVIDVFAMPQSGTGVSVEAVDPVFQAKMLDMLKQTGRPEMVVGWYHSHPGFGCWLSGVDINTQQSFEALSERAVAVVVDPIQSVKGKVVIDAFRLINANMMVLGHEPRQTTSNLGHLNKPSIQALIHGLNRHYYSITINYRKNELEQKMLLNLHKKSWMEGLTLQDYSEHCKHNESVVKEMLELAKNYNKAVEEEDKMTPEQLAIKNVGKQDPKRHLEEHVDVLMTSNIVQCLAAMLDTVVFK
# NadD inh = inhibitors of S. aureus NadD, primary screen, biochemical, colorimetric, uHTS | actives 0.78% (n = 360,000) | inhibition, % at 20 µM | AID 602399, 2012 | purified NadD enzyme, colorimetric absorbance read-out; in the data active = inhibition above about 26%; also: some compounds past the cut are filed as inactive
# * hit, by the source's call; i = inactive; + = active, no number.
cpd	SMILES	Rin1 Abl inh	CSN deneddyl inh	MT1-MMP act inh	SKN-1 inh	PABP1 MLLE inh
1	CS(=O)(=O)O/N=C1\CCCCC1c1ccc([N+](=O)[O-])cc1[N+](=O)[O-] (stereo not given)	1	-2	-10	-18	3
2	CC1(C)CC(=O)c2sc(NC(=O)C3COc4ccccc4O3)nc2C1 (stereo not given)	-4	0	1	-1	5
3	COc1ccc(Br)c(C(=O)NC2CCCC2)c1	3	-2	0	-16	5
4	O=C(CCCN1C(=O)c2ccccc2C1=O)NCc1ccco1	0	2	0	11	-3
5	Cc1ccc(CNC(=O)Cn2c(=O)n(-c3ccccc3)c(=O)c3sccc32)cc1	2	-6	8	5	8
6	CCOC(=O)[C@@H]1[C@H]2COc3cc(OC)ccc3[C@H]2N2C(=O)N(c3ccc(C)cc3)C(=O)[C@@]12C	3	-4	1	3	-3
7	CC(=O)OCC(=O)C12OC(C)(C)OC1CC1C3CC=C4CC(O)CCC4(C)C3CCC12C (stereo not given)	12*	-7	7	-10	2
8	O=C(C[C@@H]1C[C@@H]2c3cc(NS(=O)(=O)c4ccc(F)cc4)ccc3O[C@@H]2[C@H](CO)O1)N1CCc2ccccc2C1	2	5	5	-10	11

cpd	Neddylation inh	FAS TE block	Rpn11 inh	NadD inh
1	i	-5	i	-2
2	i	-2	i	-4
3	i	-6	i	-8
4	i	-8	i	-7
5	i	-6	i	1
6	i	36	i	-4
7	i	6	i	-4
8	i	0	i	0

# Later entries:
cpd	SMILES	Rin1 Abl inh	CSN deneddyl inh	MT1-MMP act inh	SKN-1 inh	PABP1 MLLE inh
9	COc1cc(/C=C/C(=O)OCC(=O)N2CCc3ccccc32)cc(OC)c1OC	-9	-2	-2	0	-25
10	CC(=O)Nc1ccc(C(=O)CSc2nc3ccc(C)cc3[nH]2)cc1	-3	-1	5	0	-94
11	COc1ccc(Nc2cc(C)nc3ccc(C)cc23)cc1	-5	4	1	8	4
12	C[C@@H](c1ccccc1)N1C[C@H]2CCCN2c2cc(Br)ccc2S1(=O)=O	1	3	-9	3	-8
13	Nc1ccn(CC(=O)NCCCc2ccccc2)c(=O)n1	2	-4	2	12	-5
14	COc1ccc(CCNC(=O)c2noc3c2CCCC3)cc1OC	-4	3	6	5	10
15	S=C1NC[C@H](Cc2ccccc2)N1CCc1cccc2ccccc12	-3	-6	3	14	-105
16	CCOc1ccc(N2CC(NC(=O)c3cccc4ccccc34)CC2=O)cc1 (stereo not given)	-2	0	6	25	11

cpd	Neddylation inh	FAS TE block	Rpn11 inh	NadD inh
9	i	4	i	-1
10	i	-8	i	5
11	i	-8	i	-10
12	i	30	i	1
13	i	-12	i	1
14	i	-5	i	-6
15	i	-10	i	-6
16	i	-7	i	-2

# Given screen by screen: five of the compounds above
6	CCOC(=O)[C@@H]1[C@H]2COc3cc(OC)ccc3[C@H]2N2C(=O)N(c3ccc(C)cc3)C(=O)[C@@]12C
7	CC(=O)OCC(=O)C12OC(C)(C)OC1CC1C3CC=C4CC(O)CCC4(C)C3CCC12C (stereo not given)
8	O=C(C[C@@H]1C[C@@H]2c3cc(NS(=O)(=O)c4ccc(F)cc4)ccc3O[C@@H]2[C@H](CO)O1)N1CCc2ccccc2C1
9	COc1cc(/C=C/C(=O)OCC(=O)N2CCc3ccccc32)cc(OC)c1OC
10	CC(=O)Nc1ccc(C(=O)CSc2nc3ccc(C)cc3[nH]2)cc1
Compound,6,7,8,9,10
Rin1 Abl inh,3,12*,2,-9,-3
CSN deneddyl inh,-4,-7,5,-2,-1
MT1-MMP act inh,1,7,5,-2,5
SKN-1 inh,3,-10,-10,0,0
PABP1 MLLE inh,-3,2,11,-25,-94
Neddylation inh,i,i,i,i,i
FAS TE block,36,6,0,4,-8
Rpn11 inh,i,i,i,i,i
NadD inh,-4,-4,0,-1,5

# Further compounds.
cpd	SMILES	Rin1 Abl inh	CSN deneddyl inh	MT1-MMP act inh	SKN-1 inh	PABP1 MLLE inh
17	O=C(OCc1ccccc1)N1CCC2CC1c1cc(N3CCN(S(=O)(=O)c4cccc(C(F)(F)F)c4)CC3)ccc12 (stereo not given)	2	-1	1	6	3
18	OC(c1ccc(F)cc1)c1ncc(-c2ccccc2Cl)[nH]1 (stereo not given)	1	-4	11	8	-11
19	CCOC(=O)C1CCCN(C(=O)CCNS(=O)(=O)c2ccc(Br)cc2)C1 (stereo not given)	-1	-5	-1	0	14
20	CCOC(=O)c1nn(-c2ccccc2C)c2nc(CC(C)C)c(C#N)c(=O)n12	-6	6	4	0	-9
21	Cc1nc2c([nH]c3ccc(Br)cc32)s1	2	-1	21	1	3
22	Cc1ccc2c(c1)N(C(=O)CCC(=O)N1CCOCC1)CCO2	1	-4	0	11	14
23	CCOC(=O)c1ccc(-c2c(-c3cc(OC)c(OC)c(OC)c3)noc2C)cc1F	2	-3	14	-2	-4
24	Cc1ccnc(NC(=O)C2CC(=O)N(Cc3ccccc3)C2)c1 (stereo not given)	1	3	0	20	-8

cpd	Neddylation inh	FAS TE block	Rpn11 inh	NadD inh
17	i	28	i	8
18	i	0	i	-1
19	i	-5	i	4
20	+	10	i	4
21	i	-32	i	-6
22	i	-3	i	-4
23	i	19	i	-3
24	i	-5	i	-4

# More records follow:
cpd	SMILES	Rin1 Abl inh	CSN deneddyl inh	MT1-MMP act inh	SKN-1 inh	PABP1 MLLE inh
25	COc1ccc(C(=O)Cc2nnc(C)s2)cc1	0	-2	-2	-5	8
26	O=C(O)/C(=C\c1cccc(C(F)(F)F)c1)c1ccc(S(=O)(=O)N2CCCC2)s1	2	1	3	3	-28
27	CCCC/C=C/c1cccc2nncn12	-3	-2	3	-1	1
28	O=C(NC(=S)Nc1ccccc1N1CCCCC1)c1ccco1	0	-5	-1	-1	43*
29	Cc1c(C(=O)N2CCN(Cc3ccc4c(c3)OCO4)CC2)sc2ncnc(N3CCN(c4ccccc4F)CC3)c12	-3	-2	-11	-2	6
30	CCO/C(C)=N/Oc1cc(OC)cc(OC)c1	1	-3	2	12	9
31	C[C@]12CCC3C(CC[C@H]4CCCC[C@]34C)C1CC[C@@]2(O)CNCCO (stereo not given in full)	-2	2	-1	-13	0
32	CCOC(=O)c1c(C)[nH]c(C)c1S(=O)(=O)NCC1CCN(Cc2ccccc2OC)CC1	0	0	2	4	0

cpd	Neddylation inh	FAS TE block	Rpn11 inh	NadD inh
25	i	-6	i	-7
26	i	2	i	3
27	i	-8	i	2
28	i	22	i	0
29	i	29	i	7
30	i	0	i	-6
31	i	0	i	-8
32	i	-5	i	-5

# The list continues.
cpd	SMILES	Rin1 Abl inh	CSN deneddyl inh	MT1-MMP act inh	SKN-1 inh	PABP1 MLLE inh
33	COc1cccc(/C=C/C(=O)Nc2cccc(C(C)=O)c2)c1OC	1	3	5	-1	-2
34	CCc1nnc2sc(-c3ccc(NC(=O)c4ccco4)cc3)nn12	-2	0	2	-4	20
35	COc1ccc2c(c1OC)C(=O)OC2C/C(=N\NC(N)=O)c1ccccc1 (stereo not given)	1	-5	4	-1	12
36	CC(C)CC(=O)N1CCN(Cc2ccc(Cl)cc2)CC1	4	-4	1	-8	7
37	COc1ccc(OC)c(NC(=O)Nc2nnc(N3CCCCC3C)s2)c1 (stereo not given)	-3	-3	0	-5	-17
38	CCOc1ccc(N2C(=O)CC(Sc3nc(-c4cccs4)cc(C(F)(F)F)c3C#N)C2=O)cc1 (stereo not given)	0	7	-6	-6	-15
39	CCOC(=O)/C=C/C(=O)OCC(=O)Nc1ccc(OC)c(Cl)c1	0	-5	4	3	-5
40	O=C1CN2C(=Nc3ccc(Br)cc3C2c2ccccc2)CCN1 (stereo not given)	3	-3	1	-5	-2

cpd	Neddylation inh	FAS TE block	Rpn11 inh	NadD inh
33	i	7	i	-2
34	i	-6	i	-4
35	i	-3	i	-2
36	i	-4	i	0
37	i	6	i	1
38	i	30	i	22
39	i	-5	i	-1
40	i	-4	i	-5

# The list continues:
cpd	SMILES	Rin1 Abl inh	CSN deneddyl inh	MT1-MMP act inh	SKN-1 inh	PABP1 MLLE inh
41	CC1(C(=O)NS(=O)(=O)c2ccc(F)cc2F)CCN1C(=O)Cc1ccc(-c2ccccc2)cc1 (stereo not given)	1	0	3	15	10
42	CCOC(=O)N1CCN(C(=O)CNCc2cccs2)CC1	2	0	6	-19	8
43	CC1(c2ccc(OC(F)F)cc2)NC(=O)N(CC(=O)Nc2ccc(Cl)cc2F)C1=O (stereo not given)	2	-1	-2	8	1
44	COc1ccc(NS(=O)(=O)c2ccc(N)c(C(=O)O)c2)cc1	3	4	16	7	-15
45	O=C(Nc1ccc(F)c([N+](=O)[O-])c1)C1CCCO1 (stereo not given)	-3	0	1	-1	10
46	CNc1nc(N)nc(OC(C(F)(F)F)C(F)(F)F)n1	2	6	-2	5	0
47	CC(C)c1ccccc1NS(=O)(=O)c1cccs1	3	5	-1	-11	-16
48	CCOC(=O)C1(CCCc2ccccc2)CCN(C(=O)c2ocnc2C)CC1	2	-6	2	5	0

cpd	Neddylation inh	FAS TE block	Rpn11 inh	NadD inh
41	i	-3	i	6
42	i	-7	i	-5
43	i	14	i	-5
44	i	-3	i	-3
45	i	-2	i	5
46	i	-2	i	2
47	i	-5	i	1
48	i	2	i	0

# Further entries.
cpd	SMILES	Rin1 Abl inh	CSN deneddyl inh	MT1-MMP act inh	SKN-1 inh	PABP1 MLLE inh
49	CC(C)CC(C(=O)Nc1oc(-c2ccccc2)c(-c2ccccc2)c1C#N)N1C(=O)c2ccccc2C1=O (stereo not given)	-4	0	-3	15	-1
50	CSc1nsc(SCC(=O)Nc2ccc(O)c(C(=O)O)c2)n1	0	-4	-2	12	25
51	CCOc1ccc(NS(=O)(=O)N(C)C)cc1	0	0	2	8	-21
52	Cc1ccc(S(=O)(=O)N2C/C=C\CN(S(=O)(=O)c3ccccc3Br)CC2)cc1	1	-2	-3	-7	2
53	CCC(C)c1ccccc1NC(=O)CN(CC)CC(=O)Nc1ccc2c(c1)OCCO2 (stereo not given)	2	-3	-1	9	8
54	CN1CCc2c(sc3c2c(=O)n(-c2cccc(Cl)c2)c2nncn32)C1	-4	3	-6	-9	5
55	Cc1ccc(C)c(-c2cc(C(=O)Nc3cccnc3)c3ccccc3n2)c1	-6	1	-2	3	-2
56	Cc1ccc(NC2=NCC(=O)N2Cc2cccs2)cc1C	-2	-2	-1	11	-7
57	CC(C)n1cc([C@@H]2C[C@H]3CN(Cc4cccc(Cl)c4)C(=O)[C@]34CCCN24)cn1	-1	-7	-3	0	-22

cpd	Neddylation inh	FAS TE block	Rpn11 inh	NadD inh
49	i	48	i	36*
50	i	-4	i	1
51	i	-8	i	-3
52	i	22	i	-11
53	i	8	i	1
54	i	-18	i	0
55	i	5	i	-5
56	i	2	i	0
57	i	-2	i	-3
